Source: PubChem BioAssay (several laboratories)
Y pestis TopoI: inhibitors of Yersinia pestis topoisomerase I; Y. pestis Topo-I cleavage product accumulation, plate reader; activity, % at 10 µM; hit rate 0.064% among 360,000; in the data active = activity above about 50%, passing the limit was not always enough; note: inactives centre near 2
Rv3671c inh: Rv3671c (M. tuberculosis) protease inhibition; P9WHR9; inhibition, % at 5.96 µM; hit rate 0.048% among 320,000; AID 2606; in the data active = inhibition above about 38%;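 note: extracellular domain of Rv3671c used as enzyme; 0% = enzyme with DMSO and 100% = no enzyme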
Target sequence (P9WHR9 whole entry, looked up, the tested form may be a part): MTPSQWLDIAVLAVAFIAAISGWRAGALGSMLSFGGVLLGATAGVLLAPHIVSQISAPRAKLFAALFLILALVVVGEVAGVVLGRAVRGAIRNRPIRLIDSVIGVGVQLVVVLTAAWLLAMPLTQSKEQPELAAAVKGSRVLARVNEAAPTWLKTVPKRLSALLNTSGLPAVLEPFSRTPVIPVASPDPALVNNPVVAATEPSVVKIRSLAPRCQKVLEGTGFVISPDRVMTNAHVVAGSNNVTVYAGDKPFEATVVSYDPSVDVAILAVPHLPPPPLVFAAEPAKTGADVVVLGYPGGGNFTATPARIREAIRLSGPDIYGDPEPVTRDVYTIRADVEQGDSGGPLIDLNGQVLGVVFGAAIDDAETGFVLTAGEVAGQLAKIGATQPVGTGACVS
Anthrax LF prot: inhibitors of Bacillus anthracis lethal factor protease | P15917 | hit rate 0.12% among 360,000 | AID 588501 | inhibition, % at 10 µM | multiplex microsphere protease cleavage assay, LF; in the data active = inhibition above about 30%; note: plate controls were buffer without enzyme for full effect and enzyme alone for no effect
DUSP3 inh: blocks human VHR1 dual specificity phosphatase; P51452; recombinant VHR phosphatase, pNPP absorbance; inhibition, % at 13.3 µM; hit rate 0.52% among 290,000; AID 1654; in the data active = inhibition above about 50%; note: some compounds called inactive have numbers as strong as hits
Target sequence (P51452 whole entry, looked up): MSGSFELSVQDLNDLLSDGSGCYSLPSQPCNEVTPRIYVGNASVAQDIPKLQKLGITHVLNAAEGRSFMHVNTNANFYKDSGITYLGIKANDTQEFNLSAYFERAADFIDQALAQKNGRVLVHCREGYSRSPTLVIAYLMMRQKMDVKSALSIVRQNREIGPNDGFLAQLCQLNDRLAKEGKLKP
3CLpro inhibitor: SARS-CoV 3CLpro protease inhibition | hit rate 0.14% among 290,000 | P0C6X7 | AID 1706 | recombinant SARS-CoV 3CLpro, quenched FRET peptide cleavage | inhibition, % at 6 µM; in the data active = inhibition above about 12%
PriA SSB inh: K. pneumoniae PriA-SSBct interaction inhibition; AlphaScreen SSBct-PriA binding, biotinylated peptide; inhibition, % at 33 µM; hit rate 0.6% among 430,000; AID 1272365; in the data active = inhibition mostly above about 37%, no sharp cut-off; inactive = mostly below about 20%;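 note: plate controls were negative control peptide for no effect and reference peptide for full effect; strong numbers were not always called active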
BH1578 lux ind: quorum light induction in luxS cqsA deficient V. cholerae; AID 588436; V. cholerae BH1578 lux reporter, luminescence, 6 h; activation, % at 18.7 µM; hit rate 0.16% among 350,000; in the data active = activation mostly above about 9.7%, no sharp cut-off; note: not every result past the cut was called active; inactives centre near 0; reference of the scale not given here
TcdB inh: blocks C. difficile toxin B glycohydrolase activity; hit rate 0.24% among 350,000; inhibition, % at 9.99 µM; P18177; TcdB glycohydrolase enzymatic assay, plate reader; AID 652162; in the data active = inhibition above about 10%
PfHsp40 rescue: compounds rescuing yeast from Plasmodium falciparum HSP40 toxicity | hit rate 0.68% among 340,000 | growth rescue, % at 12.5 µM | S. cerevisiae expressing PfHsp40, growth rescue, ATP luminescence | AID 504582; in the data active = growth rescue above about 28%, passing the limit was not always enough;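 note: yeast W303a lacking pdr1 and pdr3 grown in galactose medium; growth measured after three days at 30 °C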
MazEF act: activators of E. coli MazEF toxin-antitoxin RNase | FAM/BHQ RNA-DNA oligo cleavage fluorescence, 5 h | activation, % at 20 µM | AID 504720 | P0AE70 | hit rate 0.32% among 350,000; in the data active = activation above about 50%
Target sequence (P0AE70 whole entry, looked up): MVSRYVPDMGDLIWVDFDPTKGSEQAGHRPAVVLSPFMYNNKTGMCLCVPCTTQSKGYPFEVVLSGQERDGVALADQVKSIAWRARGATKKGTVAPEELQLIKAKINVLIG
An asterisk follows results filed as active; i = inactive; x = not tested or not shown. Some of the compounds tested; count on the stated rates, not on these rows.

SMILES	Y pestis TopoI	Rv3671c inh	Anthrax LF prot	DUSP3 inh	3CLpro inhibitor	PriA SSB inh	BH1578 lux ind	TcdB inh	PfHsp40 rescue	MazEF act
Cc1oc(C(C)(C)C)cc1C(=O)Nc1ccc(N2CCOCC2)cc1	4	8	-3	-1	4	3	-1.6	0.5	6.3	-2
CC(=O)c1cccc(S(=O)(=O)NCC2CCCCC2)c1	2	-16	-1	-8	3	-7	-3.1	x	0.8	-1
COc1ccc(CCCC(=O)N/N=C\c2cccs2)cc1	13	-5	1	42	-1	x	i	0.9	-0.9	-2
Cc1cccc(OCC(=O)Nc2ccc(NC(=O)c3ccccc3)cc2)c1	-3	0	0	14	-2	6	i	0.5	-1.1	-12
COc1ccc(CN2C(=O)C(CC(=O)NCC3CCCCC3)CC(C(=O)N(C(C)C)C(C)C)=C2C)cc1 (stereo not drawn)	39	x	3	x	x	x	-0.2	-0.3	x	6
COc1ccccc1NC(=O)COC(=O)Cc1c[nH]c2ccccc12	8	-4	-2	-11	4	5	0.1	2.7	-0.8	9
O=c1oc2cc(O)ccc2s1	3	-5	-17	x	x	-23	-0.2	0.0	0.0	4
CCOC(=O)C1ON2CCCCC2C1(O)C(F)(F)F (stereo not drawn)	8	-2	-6	12	2	-11	-0.3	1.0	1.9	13
O=C(Nc1ccccc1N1CCCCC1)c1ccc(F)cc1	-6	1	-5	19	7	-10	i	x	-0.8	-9
COc1ccc(NC(=O)COc2cccc3c2OC(C)(C)C3)c(OC)c1	3	x	-2	x	x	-4	i	0.1	0.2	1
CC(C)C(=O)Nc1nnn(C)n1	6	-6	-2	8	0	-9	i	x	-0.9	-1
COc1ccc(C)cc1N(CC(=O)Nc1ccc(S(=O)(=O)N2CCOCC2)cc1)S(C)(=O)=O	17	-9	2	21	0	-6	-0.2	-0.3	-0.4	1
CCn1c(C)cc(C(=O)CSc2nnc(C3CC3)n2C2CC2)c1C	0	x	-2	x	x	x	-0.2	-1.3	x	1
CC1=C(C(=O)OC(C)C)C(C)C(C(=O)OC(C)C)=C(C)N1	6	-6	-5	4	-1	-14	-1.0	x	-0.6	0
Cc1ccc2nc(N3CCC(C(=O)NC4CCCCC4)CC3)sc2c1	-4	-2	-3	1	-2	-10	-0.5	-5.1	-0.9	11
COc1ccc2c(c1)CC[C@@H]1[C@@H]2CC[C@]2(C)C(=O)CC[C@@H]12	1	3	7	1	-3	-6	8.3	1.0	3.2	10
Cc1ccc(N2CC(NS(=O)(=O)c3cccnc3)CC2=O)cc1C (stereo not drawn)	-5	-4	4	x	x	-2	i	-0.1	-0.2	-1
CC(C)Oc1ccc(C2NC(=O)NC2=O)cc1 (stereo not drawn)	3	-7	5	15	-6	-8	i	x	-0.1	6
CCc1ccc(OCC2c3cc(OC)c(OC)cc3CCN2C(C)=O)cc1 (stereo not drawn)	14	1	1	14	4	10	-6.2	x	-0.5	1
CC(C)CN(CC(C)C)C(=O)CN1C(=O)NC2(CCc3ccccc3C2)C1=O (stereo not drawn)	5	5	-1	-15	-3	-16	i	0.1	1.2	8
CCOC(=O)N1CCN(C(=O)COc2cccc3c2CCN(Cc2ccc(F)cc2)C3=O)CC1	12	-7	0	16	4	3	i	x	1.7	1
Cc1ccc(S(=O)(=O)N2CCOCC2)cc1NC(=O)COC(=O)CNC(=O)c1ccccc1	-4	-3	2	-4	4	4	0.0	x	0.0	0
COc1cc(/C=N/NC(=O)CN2CCOCC2)ccc1OCc1ccccc1	5	8	2	6	1	x	-0.2	0.6	-0.1	7
CN(C(=O)CN1CCC(NC(=O)C2CCCCC2)CC1)C1CCCCC1	8	-2	-3	13	-4	-18	i	x	-0.5	9

Gathered by group: the entries above containing fluorine
SMILES	Y pestis TopoI	Rv3671c inh	Anthrax LF prot	DUSP3 inh	3CLpro inhibitor	PriA SSB inh	BH1578 lux ind	TcdB inh	PfHsp40 rescue	MazEF act
CCOC(=O)C1ON2CCCCC2C1(O)C(F)(F)F (stereo not drawn)	8	-2	-6	12	2	-11	-0.3	1.0	1.9	13
O=C(Nc1ccccc1N1CCCCC1)c1ccc(F)cc1	-6	1	-5	19	7	-10	i	x	-0.8	-9
CCOC(=O)N1CCN(C(=O)COc2cccc3c2CCN(Cc2ccc(F)cc2)C3=O)CC1	12	-7	0	16	4	3	i	x	1.7	1

Later entries:
SMILES	Y pestis TopoI	Rv3671c inh	Anthrax LF prot	DUSP3 inh	3CLpro inhibitor	PriA SSB inh	BH1578 lux ind	TcdB inh	PfHsp40 rescue	MazEF act
COc1ccc(NC(=O)CSc2nnnn2C2CCCC2)cc1S(=O)(=O)N1CCOCC1	-5	x	-2	x	x	x	i	1.1	x	6
COc1ccc(C(CNC(=O)CSc2ccccc2C)N(C)C)cc1 (stereo not drawn)	7	1	8	31	5	-15	-0.6	0.3	0.9	3
c1ccc2c(Nc3nc4c(s3)CCCC4)cccc2c1	0	-5	-9	19	-2	4	i	x	-0.3	-3
O=C(CNS(=O)(=O)c1ccc(Br)cc1)OCc1cc(=O)n2cc(Br)ccc2n1	x	-7	x	7	-2	x	x	0.6	x	x
CCOC(=O)C1CCCN(c2c(NCCCN3CCCC(C)C3)c(=O)c2=O)C1 (stereo not drawn)	-6	-7	-2	25	4	98	-0.2	1.1	-1.1	-4
COc1ccc(CC(=O)NNC(=O)c2cc(C)[nH]n2)cc1	2	3	1	14	2	0	-0.3	-4.2	-0.1	1
CC(=O)c1ccc(Oc2cc(C(F)(F)F)cnc2C(N)=O)cc1	-10	-5	0	-11	2	-14	-0.2	1.0	0.2	2
Cc1cccc(NC(=O)Cn2c(=O)n(CC3CCCO3)c(=O)c3ccccc32)c1 (stereo not drawn)	-10	-3	7	17	6	-1	-1.5	0.4	-0.2	-4
Fc1cccc(-c2cc3nc4c(c(N5CCOCC5)n3n2)CCCC4)c1	6	-8	-4	-11	2	-14	i	x	2.6	2
Cc1ccc(NC(=S)N(CCN2CCCCC2)Cc2ccco2)cc1C	14	-2	-3	6	6	8	-0.4	0.1	0.2	-14
COc1ccccc1P(=O)(Cc1ccccc1)c1ccccc1 (stereo not drawn)	11	13	-9	21	1	-14	-1.2	0.4	0.5	3
CN1CCN(NC(=S)Nc2ccccc2)CC1	2	-3	5	4	-1	-12	0.3	1.6	0.9	-12
CC(C)C1=C2CCCCC2NC(=O)N1 (stereo not drawn)	3	5	2	28	-1	-18	0.9	0.3	0.6	8
CCOc1ccc(-c2nc(CCl)cs2)cc1	9	1	-1	30	-1	-16	-0.4	1.4	-0.5	-13
COc1cc(OC)c(C(=O)Nc2cccc3ccccc23)cc1OC	14	0	-1	23	-1	-11	i	0.3	1.0	-7
CC1CCC(NC(=O)CCCn2sc3ccccc3c2=O)CC1 (stereo not drawn)	4	4	-3	11	0	-3	-0.2	0.7	-0.1	0
CN1CCN(c2ccc(S(=O)(=O)N3CCCCC3)cn2)CC1	4	-9	-7	24	4	4	-12	x	0.3	-2
Cc1ccc(-c2nn(-c3ccccc3)cc2C(=O)NN2CCN(C)CC2)cc1	-10	1	2	30	3	-12	-0.2	1.4	-1.0	-7
COc1ccc(CN2CC(=O)N3[C@H]4c5cc(C)ccc5OC[C@@H]4[C@H](c4ccccc4)[C@]3(C)C2=O)cc1	5	-1	-3	x	x	-2	-1.0	0.3	1.6	48
CCN(C[C@H]1N[C@@](C)(C(=O)OC)[C@H]2C(=O)N(C)C(=O)[C@@H]12)S(=O)(=O)c1ccc(F)cc1	6	2	-3	x	x	1	i	0.1	1.7	7
CCCCn1c(SCC(=O)N2CC(=O)Nc3ccccc32)nnc1-c1ccoc1C	17	7	-1	21	-7	-2	x	x	-0.8	11

Entries from the list above that have a CF3 group, in the order listed:
SMILES	Y pestis TopoI	Rv3671c inh	Anthrax LF prot	DUSP3 inh	3CLpro inhibitor	PriA SSB inh	BH1578 lux ind	TcdB inh	PfHsp40 rescue	MazEF act
CCOC(=O)C1ON2CCCCC2C1(O)C(F)(F)F (stereo not drawn)	8	-2	-6	12	2	-11	-0.3	1.0	1.9	13
CC(=O)c1ccc(Oc2cc(C(F)(F)F)cnc2C(N)=O)cc1	-10	-5	0	-11	2	-14	-0.2	1.0	0.2	2
